eLon inh: E. coli protease La inhibition. P0A9M0. purified E. coli Lon protease, fluorescence polarization. inhibition, % at 7.94 µM. 360,000 compounds, 0.42% hits. AID 602123; in the data active means inhibition above about 13%, passing the limit was not always enough;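 further: 0% = enzyme with probe and DMSO and 100% = no enzyme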
Rpn11 block: inhibitors of human proteasome Rpn11. calls only at 20 µM. human 26S proteasome, Ub4-pepOG fluorescence polarization; 20S core pre-blocked with epoxomicin. 360,000 compounds, 0.59% hits. AID 588493;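 active means inhibition at 20 µM, scaled to each plate's controls, above about 33%, limit read from the data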
Rin1-Abl PPI inh: blocks binding of human Rin1 to Abl; P00519+Q13671; TR-FRET Rin1/Abl binding, biochemical; inhibition, % at 7.35 µM; 360,000 compounds, 0.4% hits; AID 588664; in the data active means inhibition above about 5%, passing the limit was not always enough
MT1-MMP act inh: MT1-MMP (human) activation inhibition. P50281. 360,000 compounds, 0.061% hits. GFP/RFP ratio change, % at 20 µM. HT1080 RFP-PRO-GFP cells, GFP/RFP ratio fluorescence, overnight; percent of plate control window, DMSO zero;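 active means GFP/RFP ratio change of at least 30% with cell ATP level not reduced by more than half and red fluorescence within 50% of control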; further: strong numbers were not always called active
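Assay system: HT1080 RFP-PRO-GFP cells | Dosing: 20 µM single dose, 1% DMSO | Incubation: Cells overnight before dosing, compound overnight, 37 °C, 5% CO2 | Evaluation: GFP/RFP fluorescence ratio | Control set: DMSO-only wells and HT1080 RFP-L50D-GFP cell wells as references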
MsrA act: activators of bovine methionine sulfoxide reductase A; activation, % at 10.6 µM; 360,000 compounds, 0.3% hits; AID 602163; purified bovine MsrA, absorbance read-out; in the data active means activation above about 7.5%;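 further: 0% = vehicle and 100% = reference activator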
MsrA inh: inhibitors of bovine MsrA; 360,000 compounds, 0.75% hits; purified bovine MsrA, absorbance read-out; inhibition, % at 15.5 µM; in the data active means inhibition above about 4.5%;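 further: 0% = vehicle wells with enzyme and 100% = reference inhibitor wells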
PABP1 MLLE inh: blocks PAM2 peptide binding to the PABP1 MLLE domain. P11940. 360,000 compounds, 0.36% hits. GST-MLLE / FITC-PAM2 fluorescence polarization. inhibition, % at 20 µM; in the data active means inhibition above about 35%, passing the limit was not always enough;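 further: plate controls were DMSO wells with GST-MLLE for no effect and wells lacking GST-MLLE protein for full effect; some results filed as inactive read as strong as hits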
Target sequence (P11940 whole entry, looked up, the tested form may be a part): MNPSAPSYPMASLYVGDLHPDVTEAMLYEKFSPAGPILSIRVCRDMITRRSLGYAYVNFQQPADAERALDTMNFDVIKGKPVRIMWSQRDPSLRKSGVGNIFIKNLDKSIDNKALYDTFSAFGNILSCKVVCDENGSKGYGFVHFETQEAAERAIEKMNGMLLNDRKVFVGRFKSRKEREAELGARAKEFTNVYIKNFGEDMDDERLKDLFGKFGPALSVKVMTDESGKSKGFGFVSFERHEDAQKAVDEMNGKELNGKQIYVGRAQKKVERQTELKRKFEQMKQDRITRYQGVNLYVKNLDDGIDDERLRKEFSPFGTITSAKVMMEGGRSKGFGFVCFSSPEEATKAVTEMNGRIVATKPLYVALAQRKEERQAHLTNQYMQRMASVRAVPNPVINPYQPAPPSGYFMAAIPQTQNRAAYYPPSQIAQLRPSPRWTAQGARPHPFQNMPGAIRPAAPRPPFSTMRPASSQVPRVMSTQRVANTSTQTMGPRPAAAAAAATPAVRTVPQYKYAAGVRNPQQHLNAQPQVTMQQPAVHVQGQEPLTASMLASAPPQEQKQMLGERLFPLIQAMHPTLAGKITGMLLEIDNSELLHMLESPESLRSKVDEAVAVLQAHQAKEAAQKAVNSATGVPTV
FAS TE block: blocks the thioesterase domain of human fatty acid synthase; 360,000 compounds, 0.67% hits; recombinant FAS-TE, OMFH fluorogenic substrate, fluorescence endpoint; inhibition, % at 15 µM;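 active means compounds whose normalised, plate-corrected inhibition of enzyme fluorescence in the single-dose primary screen is 50% or more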;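 further: 0% = DMSO with enzyme and 100% = substrate without enzyme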
CSN deneddyl inh: inhibitors of human CSN-mediated cullin deneddylation; Q92905; Purified CSN, SCF-Nedd8-OG deneddylation, fluorescence polarization; inhibition, % at 12.5 µM; 360,000 compounds, 0.38% hits; AID 651999;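 active means pattern-corrected inhibition above about 35%, with an unprinted fluorescence ratio check between 0.5 and 1.5, limit read from the data, passing the limit was not always enough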;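 further: 0% = enzyme with substrate and 100% = substrate without enzyme; some results filed as inactive read as strong as hits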
Target sequence (Q92905 whole entry, looked up, one chain of several): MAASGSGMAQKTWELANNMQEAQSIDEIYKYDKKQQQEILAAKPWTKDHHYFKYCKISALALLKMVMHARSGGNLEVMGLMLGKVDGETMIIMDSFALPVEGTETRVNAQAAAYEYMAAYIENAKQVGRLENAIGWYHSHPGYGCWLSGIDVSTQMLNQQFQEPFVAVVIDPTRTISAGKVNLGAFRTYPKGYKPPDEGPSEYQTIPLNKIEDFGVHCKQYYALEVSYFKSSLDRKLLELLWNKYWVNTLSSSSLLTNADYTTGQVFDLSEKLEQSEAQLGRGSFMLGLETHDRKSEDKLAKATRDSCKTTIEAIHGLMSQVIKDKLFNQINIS
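assay system = purified human Csn5 enzyme expressed in HEK293T cells | amount = 0.24 nM enzyme | buffer or medium = Tris/NaCl/DTT buffer, pH 7.5 | reagent = 10 nM SCFSkp2-Nedd8OG | compound = one concentration, 12.5 µM, 0.25% DMSO | times = 90 min reaction at room temperature | signal = FP | read-out basis = % inhibition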
Numbers without * were called inactive; i = inactive; · = no result given; + = active, no number. Hits appear at their usual frequency. Share with any hit: about 3.7%.

SMILES	eLon inh	Rpn11 block	Rin1-Abl PPI inh	MT1-MMP act inh	MsrA act	MsrA inh	PABP1 MLLE inh	FAS TE block	CSN deneddyl inh
O=C(COc1ccc([N+](=O)[O-])cc1)Nc1cccc2nsnc12	1	+	0	-4	-9	0.1	-63	-6	16
Nc1c(C(=O)N/N=C/c2ccc(F)cc2)oc2nc(-c3ccccc3)cc(-c3ccco3)c12	-39	+	-4	-17	-8	-0.4	-63	-9	10
COCCCNC(=S)NNC(=O)c1csc2ccccc12	0	i	-2	0	-2	-0.6	-24	-8	-9
CCOC(=O)c1[nH]c2cc(OC)c(OC)cc2c1NC(=O)C(C)N1CCN(Cc2ccccc2)CC1 (configuration not stated)	8	i	-1	-7	-3	2.4	-8	0	1
COC(=O)c1ccc(Cn2c(C)c(C(=O)Nc3cccc(Oc4ccccc4)c3)sc2=O)o1	-3	i	2	-8	-3	0.5	20	24	-4
Cc1nn(-c2ccccc2)c(N)c1N=Nc1cccnc1	-10	i	-7	0	-10	3.0	2	-5	-2
COc1ccc(Cl)cc1-c1nc(N)nc(NC2CCCCC2)n1	-12	i	0	-1	-3	1.3	1	-10	-8
COc1ccc(N2CCN(S(=O)(=O)c3ccc(OC)c(C(=O)N4CCCC4)c3)CC2)cc1	-7	i	0	12	-3	0.7	2	2	4
Cn1nc(-c2ccc(C(=O)N3CCN(CCO)CC3)cc2)c2ccccc2c1=O	4	i	-4	-1	-1	0.0	10	-10	5
CCC(CO)Oc1cc(NCc2cccnc2)c2ncn(C(C)C)c2c1 (configuration not stated)	27*	i	-4	1	-6	-1.4	20	-8	2
Cc1ccc(S(=O)(=O)N2CCOCC2)cc1NS(=O)(=O)c1ccc(F)c(F)c1	5	i	4	-3	-7	-0.3	-11	-2	19
Cc1ccc(CNC(=O)CSc2ncc(C(=O)Nc3ccccc3)c(=O)n2C)cc1	-7	i	-2	0	-3	-0.1	9	3	4
Cc1ccc(CNC(=O)c2ccccc2NS(C)(=O)=O)cc1	-10	i	0	-1	2	-0.1	-1	-1	6
Cc1nn(-c2ccccc2)c(C)c1C(=O)NCc1ccccc1F	2	i	0	1	-2	-0.6	-8	-6	5
COc1ccc(C(=O)Nn2c(C)nc3ccccc3c2=O)c(OC)c1	-13	i	1	0	0	0.5	5	-2	0
CC(C)CCNc1ncnc2c1cnn2Cc1ccccc1Cl	14	i	2	8	-12	0.9	-9	5	-2
COc1ccc2[nH]c(O)c(N=O)c2c1	2	i	-1	-1	-2	-1.0	-127	-26	-20
COc1ccccc1N1CCN(c2ncnc3sc(C(=O)NCC4CCCO4)c(C)c23)CC1 (configuration not stated)	-1	i	0	4	-5	2.0	17	4	-4
COc1cc([N+](=O)[O-])cc2cc(C(=O)N3CCN=C3c3ccccc3)c(=O)oc12	6	i	0	8	-5	1.3	-14	-9	0
Cc1cc(C)c(OCC(=O)Nc2cccc(NC(=O)c3ccco3)c2)c(Br)c1	-8	i	4	3	-4	1.6	5	30	2

Brought forward from above: 4 compounds, followed by the next part.
SMILES	eLon inh	Rpn11 block	Rin1-Abl PPI inh	MT1-MMP act inh	MsrA act	MsrA inh	PABP1 MLLE inh	FAS TE block	CSN deneddyl inh
COc1ccc2[nH]c(O)c(N=O)c2c1	2	i	-1	-1	-2	-1.0	-127	-26	-20
COc1ccccc1N1CCN(c2ncnc3sc(C(=O)NCC4CCCO4)c(C)c23)CC1 (configuration not stated)	-1	i	0	4	-5	2.0	17	4	-4
COc1cc([N+](=O)[O-])cc2cc(C(=O)N3CCN=C3c3ccccc3)c(=O)oc12	6	i	0	8	-5	1.3	-14	-9	0
Cc1cc(C)c(OCC(=O)Nc2cccc(NC(=O)c3ccco3)c2)c(Br)c1	-8	i	4	3	-4	1.6	5	30	2
CCn1c(C)c(C(C)=O)c(N2CCC(C(N)=O)CC2)nc1=S	0	i	2	0	2	0.9	33	-8	-4
S=C(c1ccc(-c2ccc(Br)cc2)o1)N1CCOCC1	4	i	0	3	-5	2.5	16	34	1
Clc1nc2c(ccc3ccccc32)[nH]1	3	i	5	3	-2	-0.7	-13	-3	-2
Cc1ccc(CNC(=O)COC(=O)c2cccnc2Cl)cc1	7	i	-4	-5	-10	1.0	7	2	4
Cc1ccc(NC(=O)n2ccc(-c3ccc(-n4ccnc4)cc3)n2)cc1	1	i	4	2	-1	-0.1	-1	2	2
CCn1c(SCC(=O)Nc2ccccc2)nc2c1c(=O)n(C)c(=O)n2C	-3	i	-1	4	-10	-1.7	2	-2	1
O=C(Oc1ccc2ccc(=O)oc2c1)c1ccc([N+](=O)[O-])cc1	1	i	0	-3	-2	0.4	24	-2	3
COc1cccc(CNS(=O)(=O)c2ccc(S(=O)(=O)N3CCCC3)cc2)c1	5	i	3	-2	-4	2.2	-2	1	1
O=C(COC(=O)Cc1c(F)cccc1Cl)Nc1ccc2[nH]c(=O)[nH]c2c1	8	i	5	1	-8	1.2	11	-3	1
COc1ccc(C(=O)OCC(=O)NCCN2C(=O)CSC2=O)cc1	1	i	-3	-1	-3	0.4	-12	-5	4
CCN(CC)S(=O)(=O)c1ccc(N2CCCC2)c(NC(=O)C2=COCCO2)c1	-6	i	-2	2	0	-1.1	-2	-4	-7
COc1ccc(NS(=O)(=O)c2cc(NC(=O)C3CCCO3)ccc2N2CCCCC2)cc1 (configuration not stated)	9	i	2	-2	-3	0.4	-9	22	-3
O=C(/C=C/c1ccccc1)c1ccccc1	-4	i	2	-2	-4	-0.1	-11	8	11
Cc1cc(S(=O)(=O)N(Cc2ccccc2)Cc2ccc(N(C)C)cc2)ccc1-n1cnnn1	-3	i	2	-6	-3	2.7	2	23	4
N#Cc1cccnc1N1CCN(C(c2ccnc3ccccc23)c2nnnn2-c2ccc3c(c2)OCCO3)CC1 (configuration not stated)	-7	·	·	0	-3	0.1	·	37	-2
C/C(=C/C(=O)NCc1ccccc1)C(=O)O	-14	i	1	3	-1	-2.1	-3	-8	9
O=[N+]([O-])c1cccc(-c2csc(N/N=C/c3cccc(O)c3)n2)c1	-4	i	2	4	-10	1.0	1	34	-6
Cc1ccccc1S(=O)(=O)Cc1ccc(C(=O)NCCN(CC(C)C)CC(C)C)o1	4	i	0	0	-7	0.1	-8	0	-6
Cc1ccc(C)c(C(=O)COC(=O)CCN2C(=O)C3C4CCC(C4)C3C2=O)c1 (configuration not stated)	-3	i	2	0	-6	-0.1	14	-3	1
O=S(=O)(NCC(c1ccc2c(c1)OCO2)N1CCN(c2ccccc2)CC1)c1ccccc1 (configuration not stated)	-6	i	0	2	0	0.4	0	34	-1
Oc1ccc(C2C(c3ccccc3)=NN=C(c3ccccc3F)N2O)c(O)c1 (configuration not stated)	4	i	-2	-4	-3	1.4	-1	-20	-1
Cc1ccc2[nH]c(=O)c3cc(C(=O)NCC4CCCO4)sc3c2c1 (configuration not stated)	0	i	0	13	-2	-0.2	10	1	-4
CCCCOCCCNC(=O)c1ccc([N+](=O)[O-])c(C)c1	1	i	0	3	-1	-0.4	-2	0	-20
Cc1ccc(S(=O)(=O)N(CC(=O)NCCC2=CCCCC2)Cc2ccccc2)cc1	2	i	-4	-9	0	-0.3	-5	26	-5
Nn1c(SCC(=O)Nc2ccc(F)cc2F)nnc1-c1cccnc1	1	i	0	5	-2	-1.1	11	-7	2
CCO[C@@H]1OC(C(=O)N2CCN(Cc3ccccc3)CC2)=C[C@H](c2ccccc2)[C@H]1CCCO	2	i	-3	23	1	-0.4	3	0	5
Cc1ccc(N2CC(C(=O)Nc3nnc(SCCC4OCCO4)s3)CC2=O)cc1 (configuration not stated)	-7	i	0	6	4	-0.4	-62	-9	5
O=C(C1CCC(=O)N(C2CCCC2)C1)N1CCN(Cc2cccc(Cl)c2)CC1 (configuration not stated)	2	i	-4	-1	-2	0.9	-9	-9	-1
O=S(=O)(NC1CC1)c1ccc2c3c(cccc13)CC2	-4	i	3	4	-2	0.2	-8	-1	-3
CCOC(=O)N1CCN(C(=O)CS(=O)(=O)c2cn(Cc3ccc(Cl)cc3)c3ccccc23)CC1	-9	i	-2	0	-4	0.2	11	4	-8
CC(C)NC(=O)C1(C)CCCN1C(=O)c1cc(C#N)cs1 (configuration not stated)	2	i	0	1	-5	-0.8	14	-9	-1
OCc1ncccc1O	-2	i	-2	-1	-2	-1.1	1	-12	-2
O=C1NC[C@H](CCCCN2C[C@H](Cc3ccc(O)cc3)N(CCc3ccccc3)C(=O)C2=O)N(Cc2ccccc2)C1=O	3	·	·	2	-2	-0.8	·	-6	1
O=C(COC(=O)c1ccc(S(=O)(=O)C(F)F)cc1)Nc1cccnc1Cl	-5	i	0	7	-2	-0.9	10	-3	0
C#CCOCCOCCOCCNc1nc(N2CCOCC2)nc(N2CCN(C(=O)CCCCCCCCCCNC(=O)[C@H](CO)n3cc(CCCCCN)nn3)CC2)n1	13	i	9.9*	5	0	-2.5	-2	-9	-3
Cc1ccc(C(=O)CSc2ncnc3sc4c(c23)CCC(C)C4)cc1 (configuration not stated)	1	i	-2	1	0	-0.1	11	9	6
CC(C(=O)O)n1c(-c2ccn[nH]2)n[nH]c1=S (configuration not stated)	-1	i	-2	7	0	0.1	22	-8	0
Cc1ccc(OCCNC(=O)/C=C/c2ccccc2)cc1	-6	i	1	-1	-1	0.6	-12	6	4
COc1ccc(NC(=O)CSc2ccc(-c3ccco3)nn2)cc1	-11	i	-2	3	-5	1.4	17	0	-6
COc1ccc(-c2cnc3cccnn23)cn1	1	i	0	1	-4	-0.3	5	-9	4
C/C(=N/NC(=O)c1cnccn1)c1ccncc1	2	i	-1	0	-3	0.0	10	0	-12
CCN(CC)S(=O)(=O)c1cccc(-c2n[nH]c(=S)n2/N=C/c2ccc(OC(F)F)cc2)c1	-6	i	-2	11	-5	0.3	-95	52*	-15
O=C(Nc1cccc(C(F)(F)F)c1)c1cc(-c2ccco2)on1	-4	i	4	1	-3	0.6	-6	17	8
Nc1c(O)cccc1C(=O)O	1	i	-2	7	-3	0.6	18	-4	0
COCc1ccc(CN2CCCC(CO)(Cc3ccccc3C)C2)o1 (configuration not stated)	3	i	-1	1	-10	1.6	-8	-4	-1
CC1(C)C(=Cc2ccccc2)C(=O)c2ccccc21	-5	i	-5	0	-1	-0.2	-8	-1	2
CCNC(=S)N(CCCN(C)C)Cc1cc2cc3c(cc2[nH]c1=O)OCCO3	-3	i	-1	-1	-3	1.2	-88	-4	-5
Cc1ccc2c(c1)c1c3n2CCN(C(=O)CN2CCN(C)CC2)C3CCC1 (configuration not stated)	0	i	-2	-6	2	-1.4	-2	-4	9
COc1ccccc1N1CCN(Cc2ccsc2)CC1	-7	i	-3	-5	-14	-0.4	-5	-8	-4
Cc1cc(C)cc(N2C(N)=NC(N)=NC2c2cccc(Cl)c2)c1 (configuration not stated)	-1	i	-3	-20	0	-0.2	-2	-8	-4
CCOC(=O)c1c(NC(=O)COc2ncnc3ccccc23)sc(C(C)=O)c1C	-9	i	-7	-1	2	-1.3	3	9	-2
COc1ccc(CNC(=O)c2ccc(N3CCOCC3)c([N+](=O)[O-])c2)cc1	4	i	0	11	-1	3.4	5	0	3

Assay outcomes deposited in PubChem by several laboratories.
